hiPSC survival – hiPSC single-cell survival enhancement. ATPlite luminescence; 100% = ROCK inhibitor wells, 0% = DMSO. survival enhancement, % at 20 µM. hit rate 0.044% among 360,000; in the data active = survival enhancement above about 18%;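 also: cells exposed to compounds for 16 hours before the ATP read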
TRPM1 prom inh – inhibitors of MITF-driven TRPM1 promoter in melanoma cells; SK-MEL-5 TRPM1 promoter luciferase, 24 h; hit rate 0.83% among 330,000; inhibition, % at 12.5 µM;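 active = mean inhibition across replicates of 60% or more, whatever share of single replicates reaches that level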; also: values of inactives mirror those of a sister screen read the other way
KKLEB cytotox – CF airway cell cytotoxicity counter-screen; AID 602141; KKLEB CF airway cells viability, ATPlite luminescence, overnight; active compounds read low; cells stimulated with P. aeruginosa culture filtrate; hit rate 0.36% among 360,000; activity change (cytotoxicity), % at 5 µM;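 active = corrected activity change at or below -50% at 5 µM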
Peg3 prom inh – inhibitors of Peg3 promoter. AID 588405. HeLa PEG-Prom luciferase reporter, luminescence, overnight. inhibition, % at 20 µM. hit rate 1.7% among 360,000;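 active = inhibition of at least 50% at 20 µM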
HIF-2a block – HIF-2a inhibition | 786-0 RCC cells HIF-2a reporter, luciferase luminescence, overnight | inhibition, % at 18.8 µM | hit rate 0.72% among 360,000 | AID 624352;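 active = inhibition of the luminescence signal of 40% or more relative to plate controls, in a single-dose primary screen at 18.75 µM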
NR2E3 ag-1 – activates human photoreceptor nuclear receptor NR2E3 | Q9Y5X4 | GST-NR2E3/biotin-RetCOR TR-FRET, 1536-well | inhibition of corepressor binding, % at 4.78 µM | hit rate 0.12% among 320,000 | AID 2300;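 active = percent inhibition above the cutoff of mean plus 3 SD of all tested compounds, set per screening campaign, cut at about 20% in these data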;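 also: 0% = DMSO wells and 100% = biotin wells as full block of FRET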
Target sequence (Q9Y5X4 whole entry, looked up): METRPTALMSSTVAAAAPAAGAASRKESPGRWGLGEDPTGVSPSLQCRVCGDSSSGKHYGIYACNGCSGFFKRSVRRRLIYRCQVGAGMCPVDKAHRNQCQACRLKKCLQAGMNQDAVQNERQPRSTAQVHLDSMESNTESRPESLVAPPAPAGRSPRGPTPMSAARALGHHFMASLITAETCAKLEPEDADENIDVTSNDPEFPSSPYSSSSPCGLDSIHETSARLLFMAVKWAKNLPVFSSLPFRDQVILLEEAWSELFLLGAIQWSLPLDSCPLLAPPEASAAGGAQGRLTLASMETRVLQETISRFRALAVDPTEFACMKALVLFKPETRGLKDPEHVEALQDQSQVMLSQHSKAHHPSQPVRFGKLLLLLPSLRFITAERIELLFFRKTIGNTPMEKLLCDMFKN
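Material – GST-tagged NR2E3 plus biotinylated RetCOR corepressor · Quantity – NR2E3 fusion 1.35 nM · Times – 5 h incubation at 4 °C · Medium – pH 7.5 Tris-based buffer · Technique – TR-FRET, Eu(K)-anti-GST donor, streptavidin-D2 acceptor, ex 340, em 617/671 nm · Benchmarks – high control biotin, low control 0.6% DMSO · Format – 1536-well plates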
aDG glyco act – alpha-DG glycosylation activation; Pro5-aDG cells, alpha-DG glycosylation AlphaScreen (IIH6); 0% Pro5, 100% B10-LARGE cell signal; activation, % at 10 µM; hit rate 0.22% among 360,000;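 active = activation of at least 8% versus controls, or a plate z-score of at least 8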;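 also: Pro5 are CHO cells carrying HIG-tagged alpha-DG that lacks glycosylation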
NR2E3 ag-2 – activates human NR2E3 receptor | CHO-S Gal4-NCOR/VP16-NR2E3 two-hybrid, luciferase | inhibition of corepressor binding, % at 3.98 µM | Q9Y5X4 | AID 602229 | hit rate 0.35% among 360,000;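 active = inhibition above the mean of all tested compounds plus 3 SD, cut at about 70% in these data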;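 also: 0% = DMSO with NR2E3 transfected cells and 100% = cells lacking NR2E3 construct; higher means lower luciferase signal from less NR2E3 corepressor binding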
CF NFkB block – cystic fibrosis NF-kB activation inhibition | KKLEB NF-kB-GFP reporter, PAF-induced, GFP fluorescence overnight | inhibition, % at 5 µM | hit rate 0.86% among 360,000;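 active = at least 50% inhibition at 5 µM, scaled per plate between neutral and stimulator controls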;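 also: PAF is a Pseudomonas aeruginosa culture filtrate used as stimulus; plate controls were PAF-stimulated DMSO wells for no effect and unstimulated DMSO wells for full effect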
TWEAK Fn14 block – TWEAK-Fn14 signaling inhibition; TWEAK-stimulated Fn14 reporter cells, luciferase luminescence, 8 h; inhibition, % at 10 µM; hit rate 2% among 360,000; AID 1159606; in the data active = inhibition above about 50%
Shn3 3UTR inh – Schnurri-3 reporter inhibition in Clone20 osteoblasts | Clone20 osteoblast Shn3 3'UTR firefly luciferase, 24 h | AID 588674 | inhibition, % at 12.5 µM | hit rate 0.52% among 360,000;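 active = mean inhibition of at least 75% with every replicate also reaching 75%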;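 also: 0% = median of neutral control wells and 100% = pilot-screen positive control compound; some compounds past the cut are filed as inactive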
* hit, by the source's call; / = no result given; & = joins results of further samples.

SMILES	hiPSC survival	TRPM1 prom inh	KKLEB cytotox	Peg3 prom inh	HIF-2a block	NR2E3 ag-1	aDG glyco act	NR2E3 ag-2	CF NFkB block	TWEAK Fn14 block	Shn3 3UTR inh
CC1Cc2ccccc2N1C(=O)CN1C(=O)COc2ccccc21 (stereo not drawn)	3.2	9	12	17	9	-2	0.2	-5	-16	1	-6
CC(C)CCN1C(=O)c2ccc(C(=O)N3CCCCC3)cc2C1=O	0.2	-8	-18	-5	-20	-2	-0.2	-6	15	0	-10
CCc1ccc(-c2cc(C)no2)cc1S(=O)(=O)NCCc1ccc(S(N)(=O)=O)cc1	-0.6	-13	2	12	9	3	-0.1	-1	13	-21	-6
NC(=O)NC(CC(=O)NNC(=O)c1ccccn1)c1ccccc1Cl (stereo not drawn)	-0.1	1	1	-14	3	1	0.4	0	-6	10	-36
O=C(COC(=O)c1cccnc1Cl)Nc1nc(-c2ccccc2)cs1	-1.4	-18	1	-91	-85	2	-0.2	-24	3	20	-70
O=C(CCN1C(=O)C2C3CCC(C3)C2C1=O)Nc1ccc(F)cc1 (stereo not drawn)	-0.5	1	1	1	15	/	-0.2	-7	2	-5	-3
COc1ccc(/C=N/NC(=O)COc2ccc3ccccc3c2)c(C(=O)O)c1OC	-0.2	6	-2	-4	16	3	0.1	1	18	-8	-12
Cc1c(NC(=O)CSc2nnc(-c3ccncc3)n2C)c(=O)n(-c2ccccc2)n1C	0.2	/	8	-2	17	/	-0.3	1	-19	10	-25
Cc1ccccc1N/C(=N/S(=O)(=O)c1ccccc1)c1ccc(F)cc1	-0.1	-1	4	7	-2	0	0.8	14	-5	-21	82
CNS(=O)(=O)Cc1ccc2[nH]cc(CCN(C)C)c2c1	-0.5&0.1	-6&-3	16&4	3&2	6&-2	-3&1	0.6&0.0	-2&-50	-2&-11	-11&-1	9&-10
COCC1CCN(Cc2nc(COc3ccccc3)no2)C1 (stereo not drawn)	-0.5	-2	-5	-9	-11	3	0.1	0	3	-3	-11
CCOc1ccc(C(=O)N/N=C/c2cc(Cl)ccc2[N+](=O)[O-])cc1	2.0	-8	8	11	11	-1	-0.1	10	-13	-19	15
Cc1ccc2cc(C(c3nnnn3C3CCCC3)N(Cc3ccco3)Cc3cccs3)c(=O)[nH]c2c1 (stereo not drawn)	0.9	1	4	28	12	-3	0.3	-11	4	0	27
COC(=O)CN1C(=O)[C@H]2[C@@H](c3ccc(C)o3)N3C(=O)CN(Cc4ccccn4)C(=O)[C@@]3(Cc3ccccc3)[C@H]2C1=O	0.6	0	-7	-3	16	2	-0.1	-16	11	19	-7
Nc1nnc(/C=C/c2cccc([N+](=O)[O-])c2)s1	0.1	-22	-1	-66	-80	3	-0.1	-22	-9	-4	-34
CC(/C=N/NC(=O)c1cc(C(C)(C)C)[nH]n1)=C\c1ccccc1	0.1	4	10	4	-18	-1	0.1	-2	9	-6	-17
CCCn1c(N)c(N(CCOC)C(=O)C(C)Oc2ccc(F)cc2)c(=O)[nH]c1=O (stereo not drawn)	0.2	0	-4	15	20	-1	1.0	26	4	0	10
Cc1ccc(C(=O)NCCNC(=O)COc2ccc(C)c(C)c2)cn1	-0.1	9	8	13	10	-2	-0.1	4	-14	-4	-9
COc1ccc(OC)c(N(CC(=O)Nc2cccnc2)S(=O)(=O)c2ccc(C)cc2)c1	1.4	11	-10	20	6	-2	0.1	-18	8	16	-2
COc1ccc(NC(=O)c2cc(-c3cccnc3)nc3c(C)c(C)ccc23)c(OC)c1	5.1	-10	11	22	-16	5	-0.4	-20	-18	33	0
Cc1ccc(C(=O)N(CCc2ccccc2)Cc2ccccc2)cc1S(=O)(=O)N1CCOCC1	1.6	/	3	26	9	/	0.0	20	3	-4	19
O=C(Nc1ccc([N+](=O)[O-])cn1)c1ccc2c(c1)OCO2	-1.7	-50	-3	-147	-188	-1	-0.1	-72	-1	6	-18
COCCCN1C(=O)C(=O)/C(=C(/O)c2ccc(S(=O)(=O)N3CCCCC3)cc2)C1c1ccc(O)cc1 (stereo not drawn)	-0.2	1	2	-3	12	0	0.7	6	-4	4	-19
Cc1ccc(NC(=O)COC(=O)CCc2c(C)nc3ncnn3c2C)cc1	3.1	2	1	-11	3	/	0.0	8	-23	5	-8
Cc1cccc(NC(=O)COC(=O)C2COc3ccccc3O2)c1C (stereo not drawn)	0.3	-11	-4	-12	12	/	0.0	-3	19	15	5
O=C1CC(c2ccccc2)CC(O)=C1C=NC1CCCCC1 (stereo not drawn)	1.5	-15	-16	-41	-84	0	0.1	-31	-4	-19	-8
Cc1cccc(CN2CCCC(C(=O)N3CCCCC3)C2)c1 (stereo not drawn)	-0.8	7	-4	5	12	0	0.0	-33	2	9	-1
COc1ccccc1NS(=O)(=O)c1ccc(C(=O)N2CCN(c3ccccc3)CC2)cc1	-1.6	4	3	0	7	2	0.5	13	4	0	15
Cc1sc2nc(C3CCCCC3)nc(SCC(=O)N3CC(=O)Nc4ccccc43)c2c1C	-0.7	-23	-14	24	8	2	0.4	-17	16	8	12
COCC(=O)NC(C)c1nc2ccccc2[nH]1 (stereo not drawn)	-3.5	3	0	8	7	-7	-0.2	7	14	6	6
C/C(=N\NC(=O)CNc1cccc(C(F)(F)F)c1)c1cccc(Br)c1	3.0	-13	-19	-12	-42	-3	-0.1	-16	15	-1	12
NC(=O)c1ccc(C(F)(F)F)n(Cc2c(Cl)cccc2Cl)c1=O	-0.6	-6	3	24	31	3	0.1	-6	22	10	31
O=C1CC(C(F)(F)C(F)(F)C(F)(F)C(F)F)=Nc2ccccc2N1	-3.2	10	-6	5	11	0	-0.1	1	9	4	10
Cc1ccc(Cc2c(C(C)(C)C)nc3ccc(Br)cn23)cc1	3.3	/	3	-127	-125	/	0.0	-31	-1	2	-12
CC(=O)N(CC#CCN(C(C)=O)c1ccccc1)c1ccccc1	1.4	/	13	-29	-8	/	0.0	13	-16	-5	0
CCCN(CCC)CCNC(=O)C1CCN(Cc2nc(-c3ccc(Cl)cc3)oc2C)CC1	-5.4	31	1	14	5	-3	2.1	4	7	-10	-8
Cc1n[nH]c(=O)n1-c1cccc(C(F)(F)F)c1	-1.3	5	9	-31	2	1	-0.3	-12	-13	-8	-4
CN(Cc1ccnc2ccccc12)C(=O)C1CCC(=O)N(Cc2ccccc2F)C1 (stereo not drawn)	-0.4	11	2	14	2	0	0.0	-28	-7	-12	7
CNC(=S)NC1CC2CCCC(C1)N2Cc1ccc(C)cc1 (stereo not drawn)	-0.6	-2	-5	-3	13	-1	-0.1	3	2	-14	-30
CCOc1ccc(/C=N/NC(=O)c2ccc(O)cc2)cc1CN1CC2CC(C1)c1cccc(=O)n1C2 (stereo not drawn)	-1.8	2	0	-3	-8	0	0.1	-5	-7	3	5
NS(=O)(=O)c1ccc(CNS(=O)(=O)c2cc(Cl)ccc2Cl)cc1	0.1	0	0	11	6	-3	-0.1	-18	0	-20	17
O=C(N=Nc1c(O)[nH]c2ccc(Br)cc12)c1cc(-c2cccs2)nc2ccccc12	0.2	47	-4	60*	-15	/	-0.1	-37	-1	6	82
COc1ccc(S(=O)(=O)N2CCN(CC(=O)Nc3ccccc3OC)CC2)cc1	-0.5	0	-4	-15	0	-3	0.6	-11	15	-8	-1
CCOC(=O)c1ccccc1-c1csc(NS(=O)(=O)c2ccc(Cl)cc2)n1	4.4	7	8	14	13	0	-0.1	40	0	18	14
COc1ccc(CCC(=O)Nc2nnc(C)s2)cc1	-0.7	/	5	4	12	-2	0.0	-5	-7	2	7
NC(=O)CCC(NC(=O)c1ccc(Cl)cc1)C(=O)O (stereo not drawn)	0.3	-1	4	20	7	6	0.1	5	8	-16	-15
CCC(=O)Nc1cccc(C(=O)c2ccccc2)c1	2.4	-17	10	-9	-48	3	0.0	-8	-4	-32	0
C[C@@H]1CCCCO[C@H](CN(C)Cc2ccc(C(=O)O)cc2)[C@@H](C)CN([C@H](C)CO)C(=O)c2cc(NC(=O)CCC(F)(F)F)ccc2O1	-1.0	/	0	-20	18	/	-0.1	16	1	-8	12

Filtered by structure, those above with a tert-butyl group (2)
SMILES	hiPSC survival	TRPM1 prom inh	KKLEB cytotox	Peg3 prom inh	HIF-2a block	NR2E3 ag-1	aDG glyco act	NR2E3 ag-2	CF NFkB block	TWEAK Fn14 block	Shn3 3UTR inh
CC(/C=N/NC(=O)c1cc(C(C)(C)C)[nH]n1)=C\c1ccccc1	0.1	4	10	4	-18	-1	0.1	-2	9	-6	-17
Cc1ccc(Cc2c(C(C)(C)C)nc3ccc(Br)cn23)cc1	3.3	/	3	-127	-125	/	0.0	-31	-1	2	-12

The list continues:
SMILES	hiPSC survival	TRPM1 prom inh	KKLEB cytotox	Peg3 prom inh	HIF-2a block	NR2E3 ag-1	aDG glyco act	NR2E3 ag-2	CF NFkB block	TWEAK Fn14 block	Shn3 3UTR inh
Cc1ccc(S(=O)(=O)N2CCN(C(=O)COC(=O)CCc3ccccc3)CC2)c(C)c1	1.1	-1	6	-6	4	0	0.1	15	-18	-2	-10
COc1ccc(C(=O)NCc2nnc(SCC(=O)N3CCCc4ccccc43)o2)cc1OC	0.6	-2	-2	10	18	-2	0.3	4	11	-9	22
Cc1cc(=O)oc(C)c1C(=O)Nc1cccc2ccccc12	-2.5	-7	6	-3	4	1	0.7	-9	0	6	-7
CN(C)c1ccc(N=Cc2cccn2C)cc1	-0.3	-27	-16	-88	-115	-26	0.0	1	-7	42	-13
COc1ccc(/C=N/NC(=O)c2cccc([N+](=O)[O-])c2)cc1O	0.9	-4	-10	0	-14	3	-0.4	6	11	-16	-32
CCn1c(SCC(=O)NCC2CCCO2)nnc1-c1ccccc1 (stereo not drawn)	-0.8	-5	6	0	12	-1	-0.1	-13	10	14	-15
COc1ccc(CSc2nnnn2-c2ccc(C(N)=O)cc2)cc1[N+](=O)[O-]	0.5	6	5	-10	9	0	0.1	-19	12	-4	-4
Cc1ccc(C)c(N2CCN(C3CCCC(C)C3)CC2)c1 (stereo not drawn)	-0.8	5	-3	8	16	3	0.0	5	-28	-15	5
COc1ccc(CCNC(=O)C(C)OC(=O)c2ccco2)cc1OC (stereo not drawn)	-0.2	-7	-9	1	9	2	-0.1	-10	4	15	10
COc1cccc(CN2CCC(Oc3ccc(C(=O)N4CCCCC4)cc3)CC2)c1O	-0.5	7	8	1	2	-1	-0.2	-18	0	-21	4
CC(NC(=O)c1ccccc1F)c1nnc(SCc2nc3ccccc3c(=O)[nH]2)n1C (stereo not drawn)	0.8	4	-10	6	12	5	0.0	-4	12	5	-3
CN(C)c1ccc(C2Nc3cccc4cccc(c34)N2)cc1	-0.5	/	-2	-9	-2	-5	-0.2	-109	-2	9	-28
Cn1c(CSCc2ccccc2Cl)n[nH]c1=S	0.3	5	13	2	17	0	-0.1	-19	-2	-14	-8
COc1cc2ncnc(NCc3ccc(Cl)cc3)c2cc1OC	3.6	7	-18	7	25	1	0.3	-5	12	1	2
CC(=O)c1ccc(NC(=O)Nc2ccccc2)cc1	-1.4	-44	6	-228	-86	4	0.0	-121	13	23	-98
Cc1ccccc1C(=O)NCC(=O)O	0.6	1	9	-7	12	2	-0.1	-8	-19	10	-16
